TEAD-YAP block – TEAD-YAP interaction inhibition; HEK-TIYL cells, TEAD-Gal4/YAP UAS-luciferase luminescence; hit rate 1.4% among 640,000; inhibition, % at 9.12 µM; in the data active means inhibition above about 32%;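 further: 0% = median of test compound wells and 100% = reference inhibitor wells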
MITF inh – human MITF inhibition, primary screen; O75030; AlphaScreen MITF homodimerization, bead proximity signal; inhibition, % at 2.6 µM; hit rate 0.91% among 650,000; AID 1259374; in the data active means inhibition above about 50%;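 further: 0% = vehicle wells with protein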
FBW7 act – activators of human E3 ligase FBW7. Q969H0. AlphaScreen FBW7–phospho-cyclin E peptide binding, activator screen. normalized activity (activation), % at 26.1 µM. hit rate 0.13% among 650,000; in the data active means normalized activity above about 1.9%;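 further: purified mutant Fbw7 with reduced substrate affinity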
Target sequence (Q969H0 whole entry, looked up): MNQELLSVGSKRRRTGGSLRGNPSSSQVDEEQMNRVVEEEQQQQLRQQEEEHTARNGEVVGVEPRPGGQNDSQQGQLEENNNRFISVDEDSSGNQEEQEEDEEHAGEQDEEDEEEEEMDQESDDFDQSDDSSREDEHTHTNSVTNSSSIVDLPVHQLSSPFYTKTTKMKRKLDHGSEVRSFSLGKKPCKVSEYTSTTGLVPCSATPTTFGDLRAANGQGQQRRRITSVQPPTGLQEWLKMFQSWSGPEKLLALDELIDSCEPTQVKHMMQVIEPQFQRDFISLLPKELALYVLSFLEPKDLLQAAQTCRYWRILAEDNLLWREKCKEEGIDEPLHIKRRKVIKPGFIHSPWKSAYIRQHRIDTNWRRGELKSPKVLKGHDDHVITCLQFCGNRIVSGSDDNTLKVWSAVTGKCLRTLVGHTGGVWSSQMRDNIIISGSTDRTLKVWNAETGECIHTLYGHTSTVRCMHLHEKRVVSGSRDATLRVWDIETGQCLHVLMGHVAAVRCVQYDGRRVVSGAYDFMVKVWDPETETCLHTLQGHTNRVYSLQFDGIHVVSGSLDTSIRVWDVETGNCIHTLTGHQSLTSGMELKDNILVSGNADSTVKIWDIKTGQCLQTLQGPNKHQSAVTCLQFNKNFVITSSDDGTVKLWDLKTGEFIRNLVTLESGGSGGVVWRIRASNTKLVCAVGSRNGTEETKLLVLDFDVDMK
GPR151 activ – human GPR151 activation; PathHunter beta-arrestin GPR151 cells, luminescence; activation, % at 11.2 µM; hit rate 1% among 650,000; in the data active means activation above about 4.9%;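 further: 0% = median of compound wells and 100% = cells with positive control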
Target sequence (Q8TDV0 whole entry, looked up): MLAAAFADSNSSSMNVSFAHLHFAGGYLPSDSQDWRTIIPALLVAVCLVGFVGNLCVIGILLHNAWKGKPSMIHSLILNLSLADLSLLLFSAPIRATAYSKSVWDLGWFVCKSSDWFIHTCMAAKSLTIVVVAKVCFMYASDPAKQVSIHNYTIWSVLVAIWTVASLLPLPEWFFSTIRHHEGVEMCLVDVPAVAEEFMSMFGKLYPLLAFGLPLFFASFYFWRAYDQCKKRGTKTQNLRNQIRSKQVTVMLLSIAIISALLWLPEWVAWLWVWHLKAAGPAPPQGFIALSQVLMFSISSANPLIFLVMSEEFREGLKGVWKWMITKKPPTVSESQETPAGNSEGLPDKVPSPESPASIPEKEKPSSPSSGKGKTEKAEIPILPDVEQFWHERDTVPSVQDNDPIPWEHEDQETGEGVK
An asterisk follows results filed as active.

A first look, five compounds:
| mol | TEAD-YAP block | MITF inh | FBW7 act | GPR151 activ |
| --- | --- | --- | --- | --- |
| O=C(O)COCC(=O)Nc1cc(C(F)(F)F)ccc1Cl | 2 | 24 | 0.9 | -0.7 |
| CC(C)CN(CC(C)C)CC(O)Cn1c2ccccc2c2ccccc21 (stereo not given) | -3 | -13 | 0.4 | 0.4 |
| CC1CCC(C(=O)Nc2ccc(Br)cc2)CC1 (stereo not given) | -25 | 9 | 0.1 | 0.2 |
| CC(=O)N1CCN(c2nc3cc(C)c(C)cc3s2)CC1 | 14 | -19 | -0.3 | -1.0 |
| Cc1csc2ncc(C(=O)N3c4ccccc4CC3C)c(=O)n12 (stereo not given) | 0 | 5 | -0.1 | -0.2 |

This part in full (from the top)
| mol | TEAD-YAP block | MITF inh | FBW7 act | GPR151 activ |
| --- | --- | --- | --- | --- |
| O=C(O)COCC(=O)Nc1cc(C(F)(F)F)ccc1Cl | 2 | 24 | 0.9 | -0.7 |
| CC(C)CN(CC(C)C)CC(O)Cn1c2ccccc2c2ccccc21 (stereo not given) | -3 | -13 | 0.4 | 0.4 |
| CC1CCC(C(=O)Nc2ccc(Br)cc2)CC1 (stereo not given) | -25 | 9 | 0.1 | 0.2 |
| CC(=O)N1CCN(c2nc3cc(C)c(C)cc3s2)CC1 | 14 | -19 | -0.3 | -1.0 |
| Cc1csc2ncc(C(=O)N3c4ccccc4CC3C)c(=O)n12 (stereo not given) | 0 | 5 | -0.1 | -0.2 |
| Cc1ccc(/C=N/n2c(C)n[nH]c2=S)o1 | 4 | -5 | -0.1 | 6.4* |
| COc1cc(/C=N/n2c(=O)[nH]c3ccccc3c2=O)ccc1OCC(=O)O | -7 | 14 | 0.1 | -0.5 |
| COc1ccc(NC(C)=O)c(NC(=O)CCl)c1 | 12 | 19 | 0.7 | -1.3 |
| O=C(NCc1ccc(Cl)cc1)NCc1nnnn1-c1ccc(F)cc1 | -4 | 10 | -0.1 | -0.9 |
| CCNC(=S)NNC(=O)c1ccc(OC)cc1 | -1 | -14 | 0.0 | 0.3 |
| O=C(N/N=C/c1ccccc1[N+](=O)[O-])c1cccc2ccccc12 | 3 | 0 | -0.2 | 7.4* |
| O=C(CC(SCc1ccco1)c1ccc(F)cc1)c1ccncc1 (stereo not given) | 0 | 5 | -0.1 | -0.4 |
| CCOC(=O)c1ccccc1NC(=O)c1cn(-c2ccc(Cl)cc2)c(=O)c2ccccc12 | 11 | 6 | 0.1 | -1.3 |
| CCCN(C)C(=O)c1cnc2sc3ccccc3n2c1=O | 9 | -1 | -0.1 | -1.2 |
| COc1ccc(-c2cc(C(=O)Nc3ccccc3)c3ccccc3n2)cc1 | -2 | -5 | 0.1 | 1.9 |
| O=[N+]([O-])c1ccc2c(c1)C(O)n1ncnc1S2 (stereo not given) | 8 | 2 | 0.1 | 0.6 |
| CC1=C(C(N)=O)C(c2cccs2)n2nc(-c3cccs3)nc2N1 (stereo not given) | -3 | -9 | 0.2 | 0.6 |
| Cc1ccc(-c2csc3ncn(CC(=O)Nc4ccccn4)c(=O)c23)cc1 | -4 | 7 | 0.2 | 0.0 |
| O=c1oc2ccc3ccccc3c2cc1-c1nc2ccccc2c(=O)[nH]1 | -6 | 10 | 0.0 | -0.1 |
| Cc1cccc(C)c1NC(=O)COc1ccccc1O | 7 | 10 | 0.0 | -0.8 |

Complete entries, looked up by structure. Order of screens: TEAD-YAP block, MITF inh, FBW7 act, GPR151 activ
O=C(CC(SCc1ccco1)c1ccc(F)cc1)c1ccncc1 (stereo not given) reads 0, 5, -0.1, -0.4
O=[N+]([O-])c1ccc2c(c1)C(O)n1ncnc1S2 (stereo not given) reads 8, 2, 0.1, 0.6
CC(C)CN(CC(C)C)CC(O)Cn1c2ccccc2c2ccccc21 (stereo not given) reads -3, -13, 0.4, 0.4

(more compounds)
| mol | TEAD-YAP block | MITF inh | FBW7 act | GPR151 activ |
| --- | --- | --- | --- | --- |
| COC(=O)c1c(NC(=O)/C=C/c2cccc([N+](=O)[O-])c2)sc(C(=O)N(C)C)c1C | -2 | -2 | -0.3 | 0.6 |
| COc1cccc(NC(=O)NNC(=O)c2ccc3c(c2)NC(=O)C(C)(C)O3)c1 | 6 | 10 | 0.1 | -0.1 |
| CCOc1cc2c(cc1OCC)C(c1ccc(F)c(OC)c1)NCC2 (stereo not given) | -2 | 4 | 0.0 | -1.0 |
| COc1ccc(C2C(C(=O)N3CCN(c4ccccc4F)CC3)c3ccccc3C(=O)N2c2ccc(OC)cc2)cc1 (stereo not given) | 14 | 8 | -0.4 | -1.6 |
| Cc1cc(C)nc(N2CCN(C(=O)CCC(=O)NC3CCCCC3)CC2)n1 | 4 | 1 | 0.1 | 0.5 |
| Nc1c(C=C2C=CC(=O)C=C2)c(=O)nc2sc(COc3ccccc3)nn12 | 7 | -2 | 0.0 | -0.8 |
| CCOC(=O)C1=C(C)N(c2ccc(Br)cc2)C(=O)C1 | -5 | -11 | 0.3 | 0.6 |
| CCOc1ccc(S(=O)(=O)N2CCSC2c2ccccc2Cl)cc1 (stereo not given) | 3 | 3 | 0.0 | -1.4 |
| CC(C)CCN(C)C1CCN(S(=O)(=O)c2cccc(Cl)c2)CC1 | 2 | 0 | -0.2 | 0.4 |
| NC(=O)CSc1n[nH]c(=S)s1 | 2 | -6 | -0.1 | 0.3 |
| CCOC(=O)C1CCN(c2c(N3CCN(c4ccc(C)cc4)C(C)C3)c(=O)c2=O)CC1 (stereo not given) | -13 | 5 | 0.3 | 0.6 |
| O=C(Nc1cccc2ccccc12)c1cc2ccccc2o1 | -10 | -4 | -0.1 | 0.5 |
| COCCn1c(SC)nnc1-c1ccc2c(c1)OCO2 | 0 | 0 | 0.1 | -0.2 |
| c1ccc(CN2CCC(Nc3nc(Nc4cccnc4)nc4nc[nH]c34)CC2)cc1 | -5 | -11 | 0.2 | -0.8 |
| COc1cccc(CN2CCN(Cc3ccccc3C(F)(F)F)CC2)c1OC | -9 | 67* | -0.2 | -0.2 |
| CCOC(=O)C1=C(C)NC2=C(C(=O)c3ccccc32)C1c1ccc(C)c(Cl)c1 (stereo not given) | -1 | -4 | 0.0 | 0.1 |
| Cc1onc(-c2ccccc2)c1C(=O)NCC(C)NC(=O)c1c(-c2ccccc2)noc1C (stereo not given) | -5 | 24 | 0.0 | 1.9 |
| CCOC(=O)C1=C(C)N=c2s/c(=C\c3cc(C)n(-c4ccc(Cl)cc4)c3C)c(=O)n2C1c1ccc(C(C)C)cc1 (stereo not given) | 4 | 3 | -0.1 | 0.5 |
| CCOC(=O)C1CCN(c2ncnc3c2cnn3-c2cccc(C)c2)CC1 | 2 | -7 | 0.0 | 0.5 |
| CN1CCN(CC(=O)N2CCCc3c2c(=O)oc2ccc(OCc4ccccc4)cc32)CC1 | 9 | 16 | 0.1 | -0.2 |

Additional compounds.
Letters – A = TEAD-YAP block; B = MITF inh; C = FBW7 act; D = GPR151 activ
SMILES: CCN(CCCNc1nc(=S)[nH]c2ccccc12)c1cccc(C)c1
  A: 5 | B: 3 | C: 0.0 | D: -0.5
SMILES: Cc1cc(=O)[nH]c(/N=C(\N)Nc2cccc3ccccc23)n1
  A: -8 | B: -3 | C: -0.2 | D: 0.4
SMILES: COc1ccc(C2=NN(c3nc(-c4ccccc4)c4ccccc4n3)C(c3ccc(OC)cc3)C2)cc1 (stereo not given)
  A: 4 | B: 2 | C: 0.6 | D: 1.2
SMILES: CCN1C(=O)C2(c3ccccc31)c1c(oc3ccccc3c1=O)C(=O)N2CCOC (stereo not given)
  A: 16 | B: -5 | C: -0.1 | D: 0.0
SMILES: CC(C(=O)N1CCCCC1)N1CCN(c2ccc(O)cc2)CC1 (stereo not given)
  A: 7 | B: 0 | C: 0.2 | D: 1.3
SMILES: COc1cc(/C=C2\N=C(c3ccccc3)N(c3ccc(Cl)c([N+](=O)[O-])c3)C2=O)cc(OC)c1OC
  A: -1 | B: 2 | C: 0.0 | D: 0.9
SMILES: COc1ccc(NC(=O)NCC2(CO)CC2)cc1OC
  A: -6 | B: 2 | C: 0.1 | D: 1.9
SMILES: Cc1ccccc1OCC(=O)Nc1ncc(Cc2ccc(Cl)cc2)s1
  A: 17 | B: -11 | C: 0.0 | D: 0.8
SMILES: CCOc1ccc2nc(NC(=O)C3CCN(c4cnccn4)CC3)sc2c1
  A: 8 | B: 4 | C: 0.1 | D: -0.6
SMILES: Cc1cccc(N2CCN(C(=O)c3ccc4c(c3)[nH]c(=S)n3c5ccccc5nc43)CC2C)c1 (stereo not given)
  A: -8 | B: 9 | C: 0.1 | D: -0.5
SMILES: COc1ccc(NC(=O)c2cn(C)c(=O)c3ccccc23)cc1OC
  A: 5 | B: 12 | C: 0.2 | D: 0.3
SMILES: O=C1CCC(C(=O)NNC(=O)c2cccc(S(=O)(=O)N3CCOCC3)c2)=NN1
  A: -2 | B: -1 | C: -0.1 | D: -1.2
SMILES: Cc1occc1-c1nnc(SCC(N)=O)n1CCCN1CCOCC1
  A: 11 | B: -5 | C: 0.1 | D: -0.9
SMILES: CCOc1ccc(N2C(=O)CC(SCc3nc4ccccc4[nH]3)C2=O)cc1 (stereo not given)
  A: -7 | B: -6 | C: -0.2 | D: 0.3
SMILES: CNCCCc1cc(C)ccc1O
  A: 4 | B: 4 | C: 0.1 | D: -0.8
SMILES: O=C(c1ccc(-n2c(SCc3ccccc3F)nc3ccccc3c2=O)cc1)N1CCOCC1
  A: 1 | B: 1 | C: -0.2 | D: -0.1
SMILES: CC1CCC(C(=O)NC(Cc2ccccc2)C(=O)NCc2ccccn2)CC1 (stereo not given)
  A: -3 | B: 0 | C: -0.2 | D: -0.3
SMILES: O=C1CCCC(O)=C1C=Nc1ccc(Oc2ccc(Cl)cc2)cc1
  A: 8 | B: -23 | C: 0.3 | D: -1.0
SMILES: COc1ccc(OC)c(C2NC(=O)C(=O)/C2=C(/O)c2ccccc2)c1 (stereo not given)
  A: 3 | B: 5 | C: 0.3 | D: 0.2
SMILES: CCC(=O)/C(C)=C(\NC(=O)c1ccccc1)c1ccccc1
  A: -3 | B: 12 | C: 0.6 | D: -0.1
SMILES: O=C(Cn1c(=O)oc2cc(Cl)ccc21)NCCC1=CCCCC1
  A: -4 | B: 8 | C: 0.5 | D: -0.1
SMILES: COc1cccc(C2C3=C(CC(C)(C)CC3=O)NC3=C2C(=O)c2ccccc23)c1OC (stereo not given)
  A: -7 | B: -7 | C: -0.1 | D: -0.8
SMILES: O=C(CN1C(=O)C2(OCCCO2)c2ccccc21)Nc1ccccc1Cl
  A: 9 | B: -1 | C: 0.0 | D: 0.9
SMILES: C=CCn1cnc2cc([N+](=O)[O-])ccc21
  A: -13 | B: -12 | C: -0.2 | D: 0.4
SMILES: Cc1ccc(SCC(=O)O/N=C(\N)c2ccc(Cl)cc2)cc1
  A: 8 | B: 3 | C: 0.3 | D: -0.5
SMILES: COC(=O)c1sc(S(=O)(=O)NCc2ccccc2)c(C(=O)OC)c1C
  A: 5 | B: 7 | C: 1.0 | D: -1.3
SMILES: O=c1[nH]nc(SCc2ccccc2Cl)c(=O)[nH]1
  A: -4 | B: -6 | C: 0.0 | D: 1.4
SMILES: Cc1ccccc1N1C(=O)NC(=O)/C(=C\c2ccc(-c3ccccc3C(=O)O)o2)C1=O
  A: 6 | B: 19 | C: 0.1 | D: 0.0
SMILES: COc1cccc(Nc2nc3ccc(C)cc3n3cnnc23)c1
  A: -5 | B: 0 | C: 0.1 | D: -0.8
SMILES: CN1CCN(C(=O)c2ccc(-c3nc(Nc4ccc(Oc5ccccc5)cc4)c4ncn(-c5ccsc5)c4n3)cc2)CC1
  A: 4 | B: 11 | C: 1.5 | D: -1.5
SMILES: O=C(CCc1ccccc1)N1N=C(C(F)(F)F)CC1(O)c1cccc([N+](=O)[O-])c1 (stereo not given)
  A: 9 | B: 10 | C: 0.1 | D: -0.2
SMILES: COC(=O)c1[nH]c2ccc(C)cc2c1N
  A: -37 | B: 7 | C: -0.2 | D: -2.6
SMILES: O=C(N/N=C\C=C\c1ccco1)c1cncc(Br)c1
  A: 0 | B: 12 | C: 0.0 | D: 2.8
SMILES: COc1cc2nc(Nc3cnccn3)nc(NCc3ccccc3)c2cc1OC
  A: 0 | B: 12 | C: -0.1 | D: 0.8
SMILES: O=C(NCCc1ccccc1)C1CCN(C2CCN(C(=O)C3CCCC3)CC2)CC1
  A: -7 | B: -17 | C: -0.2 | D: -0.6
SMILES: O=C(O)CNC(=S)NC(=O)c1ccc(Cl)cc1
  A: -53 | B: 17 | C: 0.1 | D: -2.1
SMILES: COc1cccc(NC(=O)CCC2CCN(C(=O)CC3=CCCCC3)CC2)c1
  A: -14 | B: -4 | C: 0.5 | D: -1.3
SMILES: O=C(CNc1c2ccccc2nc2ccccc12)NC(CO)C(=O)O (stereo not given)
  A: 0 | B: -7 | C: 0.1 | D: 0.4
SMILES: CCOc1ccc(NS(=O)(=O)c2ccc(NC(=O)c3ccc(=O)oc3)cc2)cc1
  A: -5 | B: 5 | C: -0.3 | D: -0.3
SMILES: O=C(COC(=O)CCc1ccccc1)NC12CC3CC(CC(C3)C1)C2
  A: 8 | B: 9 | C: 0.1 | D: 0.9
SMILES: CCOc1ccccc1NC(=O)CCc1ccc(C)o1
  A: 1 | B: 11 | C: 0.1 | D: -1.1
SMILES: CCN(CC)Cc1csc(C(N)=O)c1
  A: 4 | B: -2 | C: 0.2 | D: 0.0
SMILES: CC(C)Oc1ccc(S(C)(=O)=O)cc1[N+](=O)[O-]
  A: 6 | B: 8 | C: 0.1 | D: 0.5
SMILES: CC(C)(C)NC(=O)CCCC1=NS(=O)(=O)c2ccccc2N1
  A: 1 | B: 1 | C: 0.1 | D: 0.8
SMILES: O=C(COC(=O)C12CC3CC(CC(Br)(C3)C1)C2)N1CCOCC1
  A: 1 | B: 1 | C: 0.0 | D: 0.4
SMILES: Cc1ccc(Nc2nc(-c3ccccc3Cl)nc3ccccc23)cc1F
  A: 8 | B: -2 | C: 0.0 | D: 0.4
